# KDM5B inhibitor = KDM5B demethylase inhibition | 220,000 tested, 2.6% active | Potency, µM (highest dose often 57.7 µM), without a hit: at the highest dose activity change, negative = inhibition, most hits filed as inhibitors | KDM5B demethylase, FDH-coupled NADH fluorescence (FDH is formaldehyde dehydrogenase); active means well fitted inhibition curve with a large enough effect; inconclusive means small, poorly fitted or top-dose-only effect; inactive means no such curve, though single readings can be large or run the other way; further: 0% is about no effect; nearly all actives have a fitted effect of over 70% in size
# Target sequence (Q9UGL1 whole entry, looked up): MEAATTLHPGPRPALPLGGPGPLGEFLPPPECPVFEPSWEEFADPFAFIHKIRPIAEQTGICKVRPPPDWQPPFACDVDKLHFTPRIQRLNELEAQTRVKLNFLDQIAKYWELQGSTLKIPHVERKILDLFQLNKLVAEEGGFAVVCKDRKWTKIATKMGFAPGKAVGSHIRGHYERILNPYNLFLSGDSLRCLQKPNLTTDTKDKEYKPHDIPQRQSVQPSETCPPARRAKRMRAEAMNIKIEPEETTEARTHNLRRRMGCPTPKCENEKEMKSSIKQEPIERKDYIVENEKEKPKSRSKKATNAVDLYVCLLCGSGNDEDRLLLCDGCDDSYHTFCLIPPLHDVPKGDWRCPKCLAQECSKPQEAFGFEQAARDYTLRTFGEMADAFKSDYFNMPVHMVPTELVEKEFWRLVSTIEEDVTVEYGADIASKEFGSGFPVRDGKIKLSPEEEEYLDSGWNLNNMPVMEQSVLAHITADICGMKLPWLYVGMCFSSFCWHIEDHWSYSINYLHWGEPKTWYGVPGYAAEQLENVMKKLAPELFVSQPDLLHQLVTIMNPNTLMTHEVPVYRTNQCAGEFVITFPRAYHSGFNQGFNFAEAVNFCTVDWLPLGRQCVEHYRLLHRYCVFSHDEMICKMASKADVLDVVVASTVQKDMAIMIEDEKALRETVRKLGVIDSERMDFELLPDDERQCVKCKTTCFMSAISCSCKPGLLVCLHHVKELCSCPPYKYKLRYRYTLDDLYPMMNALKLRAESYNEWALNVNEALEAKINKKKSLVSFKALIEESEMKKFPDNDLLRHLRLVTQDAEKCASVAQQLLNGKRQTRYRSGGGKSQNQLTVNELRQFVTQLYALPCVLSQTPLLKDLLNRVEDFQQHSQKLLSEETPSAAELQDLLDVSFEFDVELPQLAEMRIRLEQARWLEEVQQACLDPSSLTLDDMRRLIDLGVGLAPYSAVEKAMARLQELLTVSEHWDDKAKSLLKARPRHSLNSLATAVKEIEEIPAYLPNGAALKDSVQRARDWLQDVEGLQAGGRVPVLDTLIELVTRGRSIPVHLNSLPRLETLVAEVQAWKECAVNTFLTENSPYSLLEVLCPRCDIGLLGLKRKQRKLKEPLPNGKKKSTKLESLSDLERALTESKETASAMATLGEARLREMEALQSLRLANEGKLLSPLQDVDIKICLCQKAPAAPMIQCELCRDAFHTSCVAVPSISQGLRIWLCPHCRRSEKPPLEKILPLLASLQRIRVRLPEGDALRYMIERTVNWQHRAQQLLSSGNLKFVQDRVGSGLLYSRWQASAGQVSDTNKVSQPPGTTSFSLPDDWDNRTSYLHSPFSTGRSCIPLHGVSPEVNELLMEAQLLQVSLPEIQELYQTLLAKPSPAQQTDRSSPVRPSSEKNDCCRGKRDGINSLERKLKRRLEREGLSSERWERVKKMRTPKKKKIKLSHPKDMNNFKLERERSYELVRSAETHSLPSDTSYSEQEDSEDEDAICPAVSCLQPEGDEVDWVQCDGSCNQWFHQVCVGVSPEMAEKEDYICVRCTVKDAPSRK
#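 qHTS format, multiple compound concentrations. Buffer 50 mM HEPES pH 7.5/0.01% Tween-20; 200 nM KDM5BΔAP final; 10 min compound preincubation; substrate-mix levels 12.5 µM peptide, 25 µM α-KG, 0.25 mM NAD⁺; 30 min RT; ΔRFU.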
# * hit, by the source's call; i = inactive; ? = inconclusive; & = joins results of further samples; [ ] = dose if it differs, or a comment. Potency means the concentration at half of the fitted maximal effect. These rows are one share of the data. The share of hits here may be higher or lower than overall.
# The first two compounds, ahead of the listing:
SMILES,KDM5B inhibitor
CSc1ccccc1C(=O)Nc1ccc(CSc2ccccc2)cc1,-18.0%
Cc1nnsc1C(=O)N[C@H]1CCN(C(=O)c2ccco2)[C@H](C(=O)N[C@H](Cc2ccccc2)C(N)=O)C1,-4.7%

# All compounds of this part (from the top)
SMILES,KDM5B inhibitor
CSc1ccccc1C(=O)Nc1ccc(CSc2ccccc2)cc1,-18.0%
Cc1nnsc1C(=O)N[C@H]1CCN(C(=O)c2ccco2)[C@H](C(=O)N[C@H](Cc2ccccc2)C(N)=O)C1,-4.7%
O=C(Nc1ccccc1)C1=NO[C@@H]2CN(Cc3cc(F)ccc3F)C[C@H]12,0.3%[86.2 µM]
O=C(O)CC1COCCN1C(=O)Cn1cnnn1 (stereo not drawn),-21.6%
COc1cc(C)c(CN2CCN(c3ncccn3)CC2)cc1C,?
CN(C(=O)Cc1c[nH]c2ccccc12)C1CCc2nn(CC3CC3)c(=O)n2CC1 (stereo not drawn),-2.2%
COc1cc(F)c(S(=O)(=O)Nc2ccccc2-c2n[nH]c(C3CC3)n2)cc1OC,?
CC(C)(C)c1ccc(OCCn2cc(C(=O)C(F)(F)F)c3ccccc32)cc1,1.6%
COc1cccc(NC(=O)Cn2c(=O)n(Cc3ccccc3)c(=O)c3c4c(sc32)CN(C(C)=O)CC4)c1,-3.4%
COCCc1nn2c(=O)cc(COC(=O)c3ccc(C(C)(C)C)cc3)nc2s1,?
O=C(Cc1ccc(Br)cc1)OCc1cc(-c2ccc(Cl)cc2)no1,13.8%
COc1ccc(CCNC(=O)c2c(O)nc3ccccn3c2=O)cc1,-20.1%
CC(=O)c1c(F)cccc1N1CCN(c2cccc(C(F)(F)F)c2)CC1,0.9%
CCn1nc(C(=O)OCC(=O)Nc2nc(-c3ccc(OC)cc3)cs2)c2ccccc2c1=O,7.3%
COc1ccc(-c2nn(-c3ccccc3)cc2CN2CCCC(CO)C2)c(F)c1 (stereo not drawn),?
O=C(COc1ccc([N+](=O)[O-])cc1Cl)c1ccc2c(c1)OCCO2,15.0%
CCOc1ccc(C(=O)NCc2nnnn2-c2ccc(C)c(C)c2)cc1OCC,8.7%
CCCCC(=O)NCCCCNC(=O)CCCC,21.1%
COc1cc(OC)c(N(C)C(=O)Cn2ncc3c(=O)oc4ccccc4c32)cc1Cl,-14.0%
CCCC(=O)Nc1ccccc1C(=O)N1CCN(C(c2ccccc2)c2ccccc2)CC1,-2.3%
COc1cccc2c1OCC(CNC(=O)CCc1c(C)noc1C)C2 (stereo not drawn),-8.2%
CC1(C)Cc2c(sc3nc4n(-c5ccccc5)cnn4c(=O)c23)CO1,-1.5%
Cc1cccc(NC(=O)Cn2nnc(C(=O)NCc3ccco3)c2N)c1,-5.0%
Cc1ncsc1C1N(C2CCN(Cc3ccccc3)CC2)C(=O)C12CCCC2 (stereo not drawn),-3.2%
O=C(Nc1ccc(F)c(Cl)c1)C1CCN(c2ncnc3nc[nH]c23)CC1,16.3%
CCOc1ccc(CNC(=O)CCn2nc(C)c3c(C)n(-c4ccccc4)nc3c2=O)cc1,-6.3%
CC(NCCC1(c2ccccc2)CCOC(C)(C)C1)c1ccccc1 (stereo not drawn),-6.8%
O=C(Cc1ccc(F)cc1)NCCc1csc(-c2cccc(F)c2)n1,-22.2%
COC(C)C(=O)NC(C)c1ccc2c(c1)CCC(=O)N2 (stereo not drawn),-15.3%
Cc1cccc(NC(=O)CCS(=O)(=O)c2cc(Br)cc3c2N(C(=O)C2CC2)CC3)c1,3.4%
CC(C)NC(=O)N1CCCCCC1CN1CCOCC1 (stereo not drawn),2.7%
Cc1ccc(Cn2c(C3CCN(C(=O)c4ccccc4)CC3)n[nH]c2=O)cc1,-1.8%
CCOc1ccc2c(c1)c(C(C)=O)c(C)n2-c1ccc(OC)cc1,-21.3%
COc1ccc(-c2cnc3c(-c4ccc(F)cc4)cnn3c2N)cc1,?
CC(C)(O)CCc1cccc(C(=O)NCC(O)c2ccncc2)c1 (stereo not drawn),-23.1%
CC(=O)N1CCN(c2oc(/C=C/c3ccc(F)cc3)nc2C#N)CC1,i
CC(C)(C)c1ccc(C(NC(=O)c2ccccc2)NC(=O)c2ccccc2)cc1,9.7%
O=C(O)Cn1nc(-c2ccccc2)c2ccccc2c1=O,-7.3%
CCc1cc(=O)n(CC(=O)N2CCN(c3ccc(OC)cc3)CC2)c(-c2ccccc2)n1,?
CCc1nnsc1C(=O)NCC1(c2cccc(F)c2)CCOCC1,10.2%
O=C(c1ccc2ccccc2c1)N1CCc2ccccc21,23.7%
CCOC(=O)c1ccc(NC(=O)c2cc[n+]([O-])cc2)cc1,-8.7%
Cc1cn2nc(C(=O)NCCc3ccc(S(N)(=O)=O)cc3)cc2c(N2CCCC2)n1,i
COc1cc(CN(C(=O)c2ccc(OC(C)C)cc2)C2CCS(=O)(=O)C2)cc(OC)c1OC (stereo not drawn),?
Cc1coc2cc3oc(=O)c(CC(=O)NCc4cccc(Cl)c4)c(C)c3cc12,?
Cc1ccc(C(=O)N2CCCC3(CC(c4ccccn4)=NO3)C2)cc1 (stereo not drawn),8.8%[149 µM]
CCCCCn1c(SCC(=O)Nc2ccccc2)nc2c1c(=O)[nH]c(=O)n2C,13.0%
COCCn1ccc2c(C3=CCOCC3)nc(-c3cccc(NC(C)=O)c3)cc21,35.5µM*
Cc1cc(C)cc(COC(=O)c2cnccn2)c1,-20.6%
Cc1nn(-c2ccccc2)c(C)c1NC(=O)COC(=O)CCc1ccccc1,7.2%
COc1ccc(CNC(=O)CCc2nc3cccnc3n2Cc2ccccc2)cc1,-18.3%
Cc1nnc2n1CCC(N(C)C(=O)c1ccc3c(c1)OCO3)CC2 (stereo not drawn),-33.4%
CCCCCCC1COC(c2ccc(O)cc2)OC1 (stereo not drawn),?
Cc1ccc(Cl)cc1NC(=O)c1cc(S(=O)(=O)N2CCCCCC2)cn1C,?
Clc1ccc(Nc2ccc(Cl)nn2)cc1,6.2%
NC(=O)c1ccc(OC2CCN(C(=O)C3CCC3)CC2)nc1,-13.9%
COc1ccc(CN2CC(=O)N(c3cccc(Cl)c3)[C@@H]3CS(=O)(=O)C[C@@H]32)cc1OC,10.1%
Cc1cc(C[C@@H]2COC[C@@H]2NC(=O)c2cc(-c3ccccc3O)n[nH]2)on1,-11.7%
Cc1ccc(C(=O)N2CCc3nnc([C@@H]4C[C@@H](O)CN4C)n3CC2)cn1,-21.4%
Cc1ccc(C(=O)Nc2ccc(Cl)c(C(F)(F)F)c2)c(C)c1,-7.1%
# Additional compounds.
SMILES,KDM5B inhibitor
COc1ccc(-c2cn(C)c(=O)n3cc(COc4ccc(Cl)cc4)nc23)cn1,?
Cc1ccc(NC(=O)CSc2nc(-c3ccco3)ccc2C#N)cc1C,-10.2%
Cc1cc(C)c(NC(=O)Cn2c(N(C)Cc3ccccc3)nc(C)cc2=O)c(C)c1,0.2%
CS(=O)(=O)N1CCCN(Cc2cccc(F)c2)CCNC(=O)CC1c1ccccc1 (stereo not drawn),-16.5%
OCC(CO)(CO)NCc1ccc(-c2ccccc2)cc1,19.3%
COc1ccc(OC)c(S(=O)(=O)Nc2ccc(Nc3nc(C)cc(N(C)C)n3)cc2)c1,0.2%
CC(=O)c1cnn(-c2cc(NC3CCCC3)nc(-c3ccccc3)n2)c1C,27.4%
O=C(c1ccccc1F)N1CCn2c(nnc2[C@@H]2C[C@@H](O)CN2Cc2cccnc2)C1,7.8%
CCN1CCN(CC(O)COc2cccc(CNCCCc3scnc3C)c2)CC1 (stereo not drawn),-0.3%
CC(C)c1ccc(N2C(=O)N[C@@H]3CCN(C(=O)CC4(CC(=O)O)CCCC4)[C@@H]3C2=O)cc1,-19.6%
CCCNC(=O)C1COC2(CCC(C)CC2)N1C(=O)c1ccccc1Cl (stereo not drawn),0.8%
COc1ccc(N2CCN(C(=O)c3cc4c(s3)CCN(C(C)=O)C4)CC2)cc1,11.0%

# Six records picked at random from the list so far, as already listed:
SMILES,KDM5B inhibitor
Cc1cc(C)c(NC(=O)Cn2c(N(C)Cc3ccccc3)nc(C)cc2=O)c(C)c1,0.2%
OCC(CO)(CO)NCc1ccc(-c2ccccc2)cc1,19.3%
CC(C)c1ccc(N2C(=O)N[C@@H]3CCN(C(=O)CC4(CC(=O)O)CCCC4)[C@@H]3C2=O)cc1,-19.6%
CC(=O)c1cnn(-c2cc(NC3CCCC3)nc(-c3ccccc3)n2)c1C,27.4%
COc1ccc(N2CCN(C(=O)c3cc4c(s3)CCN(C(C)=O)C4)CC2)cc1,11.0%
COc1ccc(OC)c(S(=O)(=O)Nc2ccc(Nc3nc(C)cc(N(C)C)n3)cc2)c1,0.2%

# The results go on.
SMILES,KDM5B inhibitor
COc1ccc(-c2noc(-c3cccn3CC(=O)Nc3ccc(C)cc3)n2)cc1F,0.2%
Cc1ccc(CC(=O)Nc2cc(C(C)(C)C)ccc2O)cc1,-13.3%
COc1cc(F)ccc1-c1cc2c(nc1-c1ccccc1)nc(C(=O)NCCN(C)C)n2C,31.6µM*
Oc1cccc(CN2CCCC23CCN(c2ccc(C(F)(F)F)cn2)CC3)c1,?
Cn1c(SCC(=O)Nc2ccc(F)cc2)nc2cc(-c3ccccc3)sc2c1=O,9.1%
CCOc1ccc(NC(=O)Nc2c[nH]c(=O)[nH]c2=O)cc1,?
CC1(C)CC(=O)C2=C(C1)NC(Nc1nc3ccccc3o1)=NC2c1ccccc1Cl (stereo not drawn),14.6%
Cc1ccccc1C(=O)Nc1nnc(CC(=O)N/N=C/c2ccncc2)s1,7.0%
COc1ccc(N2Cc3cccc(C(=O)Nc4ccc(Cl)cc4)c3C2=O)cc1,-18.3%
COc1ccc2nc3n(c2c1)[C@@H](CNC(=O)C1CCOCC1)COC3,39.8µM*
Cc1ccccc1-c1nc(-c2c(C)noc2C)cc2cc(CN(C)C)oc12,4.1%[86.2 µM]
O=C(CC1C=CCC1)NCCc1cccs1 (stereo not drawn),23.0%
CC(SC(C)c1ccc(F)cc1)C(=O)NC(N)=O (stereo not drawn),-11.2%
COc1ccc(CNC(=O)c2ccc3c(c2)N(Cc2ccc(C)cc2)CCS3)cc1,?
Cc1ccc(S(=O)(=O)N(Cc2nc(-c3ccc(Cl)cc3)no2)C2CCCCC2)cc1,-9.5%
COc1cccc(C(=O)N2CCN(C)C3(CCNC(=O)CC3)C2)c1C (stereo not drawn),-15.8%
CCOC(=O)c1cccc(Nc2cc(C)nc(C)n2)c1,?
Cc1ccc(C)c(NC(=O)C(c2ccccc2)N2Cc3ccccc3C2=O)c1 (stereo not drawn),11.2%&-17.5%
COc1ccc(-c2noc(CCCC(=O)NCC3CCCO3)n2)cc1 (stereo not drawn),16.7%
COc1cccc(C(=O)Oc2ccc(OC(=O)c3cccc(OC)c3)cc2)c1,-9.4%
COCC(=O)N1CCC2(CC1)CC(=O)N(c1ccccc1)c1ccccc1O2,27.6%
CC(OC(=O)c1cccs1)C(=O)c1c[nH]c2ccccc12 (stereo not drawn),21.5%
COCCCNc1nc(-c2c(C)noc2C)cc2cc(CN(C)C)oc12,-12.7%[86.2 µM]
N=C(N)c1cccc(OCc2cccnc2)c1,?

# Three compounds out of the list, ordered by molar mass, descending:
SMILES,KDM5B inhibitor
COc1ccc(-c2nn(-c3ccccc3)cc2CN2CCCC(CO)C2)c(F)c1 (stereo not drawn),?
Cc1nn(-c2ccccc2)c(C)c1NC(=O)COC(=O)CCc1ccccc1,7.2%
CSc1ccccc1C(=O)Nc1ccc(CSc2ccccc2)cc1,-18.0%

# Next section.
SMILES,KDM5B inhibitor
CCc1ccccc1NC(=O)Cn1c(=O)n(Cc2ccccc2)c(=O)c2c(C)c(C(=O)N(C)C)sc21,-6.9%
COC(=O)CNC(=O)c1cc(-c2cccnc2)c2nncn2n1,100µM*
COCCn1ncc(N2CCCC(CC(=O)O)C2)cc1=O (stereo not drawn),4.4%
CN(CC(O)CN1CCOCC1)S(=O)(=O)O (stereo not drawn),1.2%
CCOc1ccccc1NC(=O)CSc1nc2c(sc3ccccc32)c(=O)n1CCCC(=O)NC1CCCC1,0.9%
O=C(NCCc1ccccc1)N1CCC(c2noc(-c3cccnc3)n2)C1 (stereo not drawn),-13.5%
CSCC(=O)N1C[C@@H](NC(=O)Nc2cccc(SC)c2)C[C@H]1C(=O)N[C@H](Cc1c[nH]c2ccccc12)C(N)=O,-12.5%
O=C(NCc1ccncc1)C1CN(S(=O)(=O)c2cccs2)CC12CCCCC2 (stereo not drawn),-6.0%
O=C(CSc1nnc2n(-c3ccccc3)c(=O)c3ccccc3n12)Nc1ccc(OC(F)F)cc1,4.6%
CCc1ccc(NC(=O)Cn2c(=O)n(CCCC(=O)NCc3ccccc3OC)c(=O)c3ccccc32)cc1,-69.9%
Cn1cc(C(=O)NC2CCN(Cc3nnc(C(C)(C)C)o3)CC2)cn1,8.3%
COc1ccc(-c2[nH]c(-c3ccc(Cl)cc3)nc2SCC(=O)NCC2CCCO2)cc1 (stereo not drawn),10.7%
CSCc1noc(Cn2nc(-c3ccccc3)c3ccccc3c2=O)n1,-7.4%
Cc1nc2c(c(-c3ccc(O)cc3)n1)CN(Cc1cccnc1)CC2,?
COC(=O)C1=C(C(=O)c2ccc(C)cc2)C(c2ccc(C(C)C)cc2)n2nnnc2N1 (stereo not drawn),-0.6%
COCC(=O)NC[C@H]1CCN(Cc2cccs2)C[C@H]1N(C)C,-3.7%
O=C1NCCCCCCN(C(=O)CN2CCCCCC2)[C@H]2C[C@H](c3nc(-c4cccnc4)no3)C[C@@H]12,?
CC(C)(C)c1cc(C(C)(C)C)c2oc(=O)c(-c3nc4ccc(C(=O)O)cc4[nH]3)cc2c1,20.8%
CCOc1ccc(C(C)NC(=O)Cc2cccs2)cc1OCC (stereo not drawn),17.5%
